ASM inhibitor: blocks human secretory acid sphingomyelinase; P17405; placental ASM, HMU-PC fluorogenic substrate, 60 min; Potency, µM (top dose mostly 57.5 µM), for the others: at the top dose activity change, negative = inhibition, hits mostly inhibitors; 0.006% of 340,000 active; AID 504937; note: potency is the fitted concentration of half-maximal effect
Target sequence (P17405 47-631 limits assumed): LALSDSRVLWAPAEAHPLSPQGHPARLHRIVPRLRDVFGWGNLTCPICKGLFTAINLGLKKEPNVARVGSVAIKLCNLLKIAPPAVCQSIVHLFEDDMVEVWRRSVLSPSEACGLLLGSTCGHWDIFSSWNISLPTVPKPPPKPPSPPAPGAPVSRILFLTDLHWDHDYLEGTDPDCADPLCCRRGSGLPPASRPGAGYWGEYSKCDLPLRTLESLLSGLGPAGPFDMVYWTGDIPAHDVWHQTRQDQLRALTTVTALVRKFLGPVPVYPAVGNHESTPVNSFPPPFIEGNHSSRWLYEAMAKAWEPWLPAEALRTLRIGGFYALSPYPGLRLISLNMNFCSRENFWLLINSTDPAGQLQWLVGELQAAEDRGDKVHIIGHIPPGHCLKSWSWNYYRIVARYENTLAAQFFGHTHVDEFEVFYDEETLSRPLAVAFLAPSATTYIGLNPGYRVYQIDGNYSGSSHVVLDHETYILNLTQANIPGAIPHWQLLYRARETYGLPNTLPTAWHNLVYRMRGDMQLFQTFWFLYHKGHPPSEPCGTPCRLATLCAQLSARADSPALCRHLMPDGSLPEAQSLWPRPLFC
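Steps: dispense placental human ASM, pin compound, wait 10 min at room temperature, add HMU-PC0 substrate at 9 uM final, incubate 60 min at 37 °C, add stop solution raising pH to 10, read fluorescence.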
ELG1 genotox: induces genotoxicity in HEK293T cells with luciferase-tagged ELG1; HEK293T ELG1-luciferase reporter, luminescence, 16 h; Potency, µM (doses to about 46 µM), without a hit: top-dose activity change, positive = activation, most hits filed as activators; 1.3% of 330,000 active; AID 504466; note: potency is the fitted concentration of half-maximal effect; % of control where 0% means no effect; nearly all actives have a fitted effect of over 60% in size
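HEK293T cells expressing luciferase-tagged ELG1 were exposed to compound or DMSO vehicle for 16 hr at 37 °C and 5% CO2. Luciferase activity was then measured with ONE-Glo after 30 min at room temperature.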
TRPV1 agonist: human TRPV1 agonism; Q8NER1; TRPV1-expressing cells, Fluo-8 calcium influx, agonist mode; activation, % at 8.33 µM; 0.19% of 320,000 active; AID 540275; in the data active = activation above about 80%; inconclusive = between about 30% and that limit; note: 0% is about no effect
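TRPV1-expressing cells were cultured overnight at 35.5C and loaded with Fluo-8 calcium dye for 40 to 90 min at room temperature. After a 10 s baseline, compound was added and calcium influx was read kinetically for 3 min (ex 480/em 520 nm).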
a7 integrin act: activates integrin-mediated alleviation for muscular dystrophy; alpha7betagal myoblasts, beta-gal FDG fluorescence, 48 h; AID 624291; Potency, µM (highest dose often 38.3 µM), for the others: at the top dose activation, most hits filed as activators; 0.064% of 350,000 active;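 note: potency is the fitted concentration of half-maximal effect; 100% = response of the positive control SU9516; nearly all actives have a fitted effect of over 60% in size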
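Alpha7betagal+/- myoblasts (passage 13) were plated 16-24 hr, then exposed to compounds (1:260 dilution of DMSO stock) for 48 hours at 37C. After MPER lysis, β-galactosidase reporter activity was read as FDG fluorescence (ex 480/em 540) after 30 minutes.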
p53 reactivator: restores transcriptional activity of mutant p53. Potency, µM (doses to about 92.2 µM), for inactives: top-dose activity change, positive = activation, usual class: activators. AID 504706. 0.063% of 320,000 active. H1299 p53-A138V BP100-luciferase reporter, luminescence, 24 h; note: potency is the fitted concentration of half-maximal effect; % of control where 0% means no effect; nearly all actives have a fitted effect of over 45% in size
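H1299 (p53-null), stable ts p53-A138V + BP100-Luc; 1000 cells/well, Opti-MEM/10% FBS; cpd 4 pt, 1:5; 24 h, 37 deg C, 5% CO2; detection reagent 10 min RT; luminescence.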
Eya2 inh: Eya2 (human) phosphatase inhibition. 0.006% of 330,000 active. recombinant Eya2, OMFP fluorescence dephosphorylation (OMFP is methylfluorescein phosphate). AID 488837. O00167. Potency, µM (doses to about 76.9 µM), for inactives: at the highest dose activity, negative = inhibition, hits mostly inhibitors; note: potency is the fitted concentration of half-maximal effect; % is set by controls: 0 for no effect and ±100 for the full control effect
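Eya2 protein (added as 0.2 uM solution) was preincubated with compound for 10 min at ambient temperature in 50 mM HEPES pH 7.5, 50 mM NaCl, 5 uM MgCl2, 0.05% BSA, 1 mM DTT. OMFP (added at 50 uM) then reacted 10 min; fluorescence read at 485/525 nm.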
BRCA1 expr up: increases BRCA1 expression; 1.1% of 380,000 active; Potency, µM (highest dose often 46.1 µM), for inactives: at the highest dose activation, hits mostly activators; MCF7-BRCA1-FFLuc reporter, luminescence, 48 h; response scale: scaled: vehicle 0%, 10 µM genistein 100%; AID 624202; note: potency is the fitted concentration of half-maximal effect; nearly all actives have a fitted effect of over 80% in size; some results filed as inactive show a strong effect at the top dose
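Luminescence from a BRCA1-driven firefly luciferase in MCF7 cells was read after 48 h compound exposure at 37 C. Data normalized against DMSO and a 10microM genistein activation control, then curve-fitted across the titration.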
uPA surface inh: blocks generation of uPA at the cell surface | Potency, µM (doses to about 38.3 µM), inactives show top-dose activity change, negative = inhibition, most hits filed as inhibitors | AID 540303 | 0.31% of 330,000 active | cell surface uPA generation assay, qHTS; active = well fitted inhibition curve with a large enough effect; inconclusive = small, poorly fitted or top-dose-only effect; inactive = no such curve, though single readings can be large or run the other way; tested in mouse RAW 264.7 cells; note: potency is the fitted concentration of half-maximal effect; % is set by controls: 0 for no effect and ±100 for the full control effect; nearly all actives have a fitted effect of over 55% in size
USP2a block: blocks human ubiquitin-specific protease USP2a. Potency, µM (doses to about 38.3 µM), for the others: at the top dose activity change, negative = inhibition, hits mostly inhibitors. USP2 core, Ub-CHOP2 coupled fluorogenic reporter, 485/531. AID 463254. 0.01% of 330,000 active;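 note: potency is the fitted concentration of half-maximal effect; plate controls were DMSO wells for no effect and full inhibition by NEM control for full effect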
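Cell-free coupled assay: 10nM USP2 core preincubated 30min RT with compound in Tris-HCl pH 8.0/CaCl2/CHAPS buffer, then 25nM Ub-CHOP2 and 25nM reporter substrate; fluorescence (Ex 485/Em 531) read after 60min RT, normalized to NEM inhibition, concentration-response curves fitted.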
B2AR arrestin: recruits beta-arrestin to the human beta2-adrenergic receptor | Potency, µM (titrated, usually from 46.1 µM), for inactives: at the top dose activation, most hits filed as activators | 0.02% of 330,000 active | P07550 | AID 492947 | beta-arrestin recruitment to beta2AR, cell-based reporter;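 note: potency is the fitted concentration of half-maximal effect; 0% = DMSO controls and full agonism = EC100 isoproterenol or metaproterenol; nearly all actives have a fitted effect of over 65% in size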
Target sequence (P07550 whole entry, looked up): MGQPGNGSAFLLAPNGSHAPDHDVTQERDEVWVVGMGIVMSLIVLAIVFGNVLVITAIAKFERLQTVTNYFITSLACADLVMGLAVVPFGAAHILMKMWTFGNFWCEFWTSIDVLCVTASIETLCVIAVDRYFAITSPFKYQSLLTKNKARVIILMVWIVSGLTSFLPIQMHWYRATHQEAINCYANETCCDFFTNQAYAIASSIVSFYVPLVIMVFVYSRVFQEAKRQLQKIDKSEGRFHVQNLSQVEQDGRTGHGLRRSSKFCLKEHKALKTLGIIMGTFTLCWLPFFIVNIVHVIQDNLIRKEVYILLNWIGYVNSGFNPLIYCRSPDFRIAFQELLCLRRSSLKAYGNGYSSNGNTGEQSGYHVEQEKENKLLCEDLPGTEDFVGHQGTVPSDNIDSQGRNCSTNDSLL
TSG101-PTAP inh: blocks PTAP/TSG101 interaction to inhibit HIV-1 budding | Q99816 | Fluorescence polarization, FITC-PTAP peptide / Tsg101 binding | Potency, µM (doses to about 115 µM), without a hit: at the top dose activity change, negative = inhibition, hits mostly inhibitors | 340,000 tested, under 10 active; active = well fitted inhibition curve with a large enough effect in the main read-out, with a control signal flat, not every such curve was filed as active; inconclusive = small, poorly fitted or top-dose-only effect, or effect the other way, or a change in a side signal; inactive = no such curve, though single readings can be large or run the other way; note: potency is the fitted concentration of half-maximal effect; % of control where 0% means no effect
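Tsg101 binding domain (10 uM final) was mixed with compound and a FITC-labeled PTAP peptide (50 nM final) in HEPES pH 7.5 buffer with NaCl, Tween 20, EDTA and TCEP; fluorescence polarization was read after 20 min at r.t.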
The depositor's hits bear a star; ? = inconclusive; nt = no result given; [ ] = dose if it differs, or a comment. Unless noted, calls come from the whole dose curve; as a rule, active = well fitted curve in the direction sought with a large enough effect; inconclusive = small, poorly fitted or top-dose-only effect, or another doubt; inactive = no such curve, though single readings can be large; an effect the other way counts as inactive or inconclusive. Compounds were not picked by outcome; about 2.6% have a hit in one of these screens.

SMILES	ASM inhibitor	ELG1 genotox	TRPV1 agonist	a7 integrin act	p53 reactivator	Eya2 inh	BRCA1 expr up	uPA surface inh	USP2a block	B2AR arrestin	TSG101-PTAP inh
CC(=O)Oc1ccc2nc(CN3C(=O)c4ccc([N+](=O)[O-])cc4C3=O)oc(=O)c2c1	3%	2%	0	-27%	-4%	12%	-20%	0%	-1%	-0.2%	-6%
c1cncc(-c2nn3c(Cn4cnc5ccccc54)nnc3s2)c1	-9%	3%	-5	27%	-8%	11%	13%	-5%	1%	-0.2%	-9%
Cc1noc(/C=C/c2ccc(-c3ccccc3Cl)o2)c1[N+](=O)[O-]	3%	5%	20	-4%	11%	-8%	58%	0%	5%	-0.1%	?
O=C(NCCN1CCOCC1)c1cccc(S(=O)(=O)Nc2ccc(F)cc2)c1	-1%	-1%	1	39%	0%	16%	7%	-15%	1%	-0.8%	-3%
CC(Oc1ccc(C(=O)NC2CCCCC2)cc1)C(=O)O (stereo unspecified)	3%	0%	1	8%	-2%	-26%	-11%	-1%	2%	0.0%	-4%
COC(=O)c1[nH]c2ccc(C)cc2c1NS(=O)(=O)c1ccc(F)c(C)c1	-8%	-6%	?	5%	-4%	-28%	-37%	-7%	3%	0.2%	-5%
CCC(NC(=O)c1ccccc1NC(=O)c1ccco1)C(=O)O (stereo unspecified)	1%	1%	-2	13%	-4%	17%	-7%	-2%	2%	-0.4%	-5%
CCN(CC)C(=O)N1CCN(S(=O)(=O)c2ccc(C)c(C)c2)CC1	-1%	0%	13	-3%	-5%	-27%	-7%	-5%	0%	0.0%	-2%
CC(C)[C@H](NC(=O)c1cccc(S(=O)(=O)N2CCCC2)c1)c1nc2ccccc2[nH]1	0%	13%	11	-4%	2%	19%	3%	6%	-2%	0.4%	0%
O=c1c2cnn(-c3ccccc3)c2ncn1Cc1cccnc1	-2%	-7%	13	-6%	-7%	-4%	-6%	-11%	0%	0.4%	-3%
CC(=O)c1cccc(NC(=O)CN(Cc2ccccc2)S(C)(=O)=O)c1	5%	-6%	0	1%	-2%	-13%	15%	20%	0%	0.0%	-3%
Cc1ccc(O)c(-c2[nH]ncc2C(=O)c2ccc(Br)cc2)c1	0%	-1%	-6	25%	-1%	-27%	7%	-55%	-2%	9.1%	-6%
C=C(C)COc1ccc(-c2n[nH]c(C)c2-c2ccc(Br)cc2)c(O)c1	?	-6%	-6	-55%[inhibitor]	-10%	-27%	-95%[inhibitor]	?	-16%	-0.1%	-11%
COc1ccc(NC(=O)NC2(C(=O)N3CCCC(C)C3)CCCCC2)cc1 (stereo unspecified)	-2%	-13%	0	9%	5%	-4%	-23%	0%	1%	-0.3%	-2%
CCc1c(O)c(-c2ccccc2)c(=O)n(-c2ccccn2)c1-c1ccccc1	0%	1%	-1	23%	-6%	-27%	-6%	0%	-3%	-0.6%	1%
CC(NS(=O)(=O)c1ccccc1)C1CC2CCC1C2 (stereo unspecified)	-2%	nt	nt	11%	nt	nt	-3%	7%	nt	nt	1%
Cc1cccc(NC(=O)C2CCCN(c3ncnc4c3nc3n4CCCCC3)C2)n1 (stereo unspecified)	1%	-7%	23	0%	nt	6%	-9%	6%	1%	-2.9%	-5%
O=C(c1cn[nH]c1)c1cc(F)ccc1O	3%	-14%	-1	7%	-7%	4%[15.4 µM]	9%	11%	-1%	0.3%	-6%
Cc1sc2nc3n(c(=O)c2c1C)Cc1ccccc1-3	nt	?	0	nt	17%	21%	nt	nt	0%	-0.3%	nt
COc1cccc(CNC(=O)Cn2c(=O)c3cccn3c3ccccc32)c1	1%	-1%	10	-2%	2%	-3%	-1%	1%	1%	0.0%	-2%
CCOC(=O)C1CCCN(c2c(NCCc3ccc(C)cc3)c(=O)c2=O)C1 (stereo unspecified)	3%	0%	1	-3%	0%	2%	42%	-2%	1%	-0.5%	-4%
COc1ccccc1NC(=S)NC1CCCCCCCCCCC1	-13%	-6%	25	?	2%	5%	-36%	?	0%	-0.4%	-8%
Cc1ccc(N(C(=O)c2ccc(CN3CCOCC3)o2)C(C(=O)NCCC(C)C)c2cccs2)c(C)c1 (stereo unspecified)	3%	-1%	?	0%	0%	-12%	-19%	9%	0%	-0.2%	0%
COC(=O)c1c(NC(=O)CSc2nc(-c3ccco3)cc(C(F)(F)F)n2)sc2c1CCCC2	-1%	-3%	-1	-7%	1%	14%	10%	15%	3%	0.1%	0%
COc1ccc(NS(=O)(=O)c2ccc3c(c2)N(C(C)=O)CCO3)c(OC)c1	0%	-3%	6	-53%[inhibitor]	-8%	3%	2%	2%	0%	-0.7%	-2%

Arranged by the number under B2AR arrestin (ascending): some entries from above
canonical_smiles	ASM inhibitor	TRPV1 agonist	a7 integrin act	p53 reactivator	Eya2 inh	uPA surface inh	B2AR arrestin	TSG101-PTAP inh
CCOC(=O)C1CCCN(c2c(NCCc3ccc(C)cc3)c(=O)c2=O)C1 (stereo unspecified)	3%	1	-3%	0%	2%	-2%	-0.5%	-4%
Cc1sc2nc3n(c(=O)c2c1C)Cc1ccccc1-3	nt	0	nt	17%	21%	nt	-0.3%	nt
COC(=O)c1[nH]c2ccc(C)cc2c1NS(=O)(=O)c1ccc(F)c(C)c1	-8%	?	5%	-4%	-28%	-7%	0.2%	-5%

Part of the list above in order of molecular weight, highest first.
SMILES	ASM inhibitor	ELG1 genotox	TRPV1 agonist	a7 integrin act	p53 reactivator	Eya2 inh	BRCA1 expr up	uPA surface inh	USP2a block	B2AR arrestin	TSG101-PTAP inh
COc1ccc(NS(=O)(=O)c2ccc3c(c2)N(C(C)=O)CCO3)c(OC)c1	0%	-3%	6	-53%[inhibitor]	-8%	3%	2%	2%	0%	-0.7%	-2%
c1cncc(-c2nn3c(Cn4cnc5ccccc54)nnc3s2)c1	-9%	3%	-5	27%	-8%	11%	13%	-5%	1%	-0.2%	-9%
Cc1sc2nc3n(c(=O)c2c1C)Cc1ccccc1-3	nt	?	0	nt	17%	21%	nt	nt	0%	-0.3%	nt

Continued.
SMILES	ASM inhibitor	ELG1 genotox	TRPV1 agonist	a7 integrin act	p53 reactivator	Eya2 inh	BRCA1 expr up	uPA surface inh	USP2a block	B2AR arrestin	TSG101-PTAP inh
COc1ccc(Cl)cc1C(=O)Nn1c(-c2cccs2)nc2ccccc2c1=O	-4%	1%	0	-22%	-13%	5%	-7%	?	-6%	0.1%	0%
O=C1[C@@H]2[C@H](C(=O)N1CC(O)COCc1ccccc1)C1C=C[C@H]2C1 (stereo partly specified)	-5%	nt	nt	18%	nt	nt	30%	1%	nt	nt	-7%
COc1ccc([N+](=O)[O-])cc1NC(=O)c1ccc(Br)s1	-1%	-5%	0	-15%	0%	9%	-55%	0%	-1%	-0.1%	-2%
CCN(CC)S(=O)(=O)c1ccc(-n2c(=O)c(C(C)C)c(C)n2C)cc1	4%	-1%	26	13%	-5%	-13%	-4%	0%	0%	-0.3%	-1%
CN1CCN(Cc2oc(CO)cc(=O)c2O)CC1	-1%	0%	0	7%	5%	9%	-4%	0%	1%	0.0%	-3%
Cc1ccc(NC(=O)CCS(=O)(=O)c2ccc(Br)s2)cc1	-4%	-9%	-3	nt	8%	-19%	-2%	nt	-2%	0.0%	-4%
Cc1ccc(CS(=O)Cc2ccc(C(=O)N3CCN(c4ccccn4)CC3)o2)cc1 (stereo unspecified)	0%	-11%	2	0%	-6%	0%	-22%	6%	5%	0.3%	-3%
Cc1ccc(OCC(=O)NCCCNC(=O)c2cnccn2)cc1C	-1%	-2%	-1	6%	-2%	-3%	-17%	4%	1%	-0.2%	-3%
CCN1CCN(S(=O)(=O)c2ccc(C(=O)Nc3sc4c(c3C(N)=O)CCN(CC)C4)cc2)CC1	105%[activator]	-1%	3	20%	?	1%	14%	-3%	2%	-0.1%	4%
O=C(Nc1ncc(Cc2cccc([N+](=O)[O-])c2)s1)c1ccco1	-3%	18%	7	-21%	6%	-1%	?	?	3%	0.3%	0%
COc1ccc2nc(NC(=O)CSC3=NCCS3)sc2c1	-3%	-1%	0	-29%	?	-2%	28%	-4%	-8%	-0.1%	-9%
CC(C)(C)NC(=O)C1CCN(S(=O)(=O)c2cccc3nsnc23)CC1	-2%	0%	-1	-32%	0%	-6%	22%	-9%	2%	-0.3%	3%
CC(C)(C)NC(=O)NC(=O)COC(=O)CCCc1c[nH]c2ccccc12	-4%	-2%	-1	-13%	-1%	-14%	2%	nt	-3%	-0.7%	-1%
O=C1CSC(=Nc2cc(Cl)ccc2Cl)N1	4%	-1%	0	-6%	-5%	12%	1%	nt	0%	-0.9%	-6%
Cc1ccc2nc(N3CCN(C)CC3)c(C=O)c(=O)n2c1	28%	2%	1	-3%	-3%	-22%	-5%	0%	2%	-0.1%	-12%
